Screening results (PubChem)
Avidin bead fluor: green autofluorescence of compounds with avidin beads – biophysical, 488/530 nm, flow cytometry, artefact control, profiling panel | compound fluorescence 488/530 nm; stronger effect = higher value | fluorescence (KMESF) at 10 µM | 220,000 tested, 0.38% active | AID 1775, 2009; in the data active means fluorescence above about 47; further: inactives centre near 10
GSH fluor: compound fluorescence on glutathione beads, profiling panel, artefact control, biophysical, 488/530 nm, flow cytometry; GSH beads flow cytometry, compound fluorescence 488/530 nm; stronger effect = higher value; AID 1776, 2009; 190,000 tested, 0.25% active; fluorescence (KMESF) at 10 µM; in the data active means fluorescence above about 89;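 further: glutathione beads carrying GST-tagged Bcl family fusion proteins plus one bare bead set; values are compound well signal with DMSO vehicle wells as background; inactives centre near 16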
RGS4-Gao reg: modulators of RGS4 binding to Galphao, primary screen, biochemical, multiplexed bead flow cytometry; AID 1415, 2008; 220,000 tested, 0.33% active; binding response (% of control), % at 10 µM; actives lie on both sides; Guanine nucleotide-binding protein G(o) subunit alpha (Homo sapiens), P09471; in the data active means binding response below about 49% or above about 150%; inactive means in between;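 further: fluorescent Galphao activated with aluminum fluoride binding bead-coupled RGS4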
ABCB1 inh: ABCB1 efflux pump inhibitors, primary screen, cell-based, multiplex, flow cytometry, ABCG2 counter-screen. inhibition, % at 6.6 µM. 190,000 tested, 0.067% active. AID 1326, 2008. CCRF-Adr cells, JC-1 efflux; in the data active means inhibition above about 40%;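 further: 0% = vehicle and 100% = reference inhibitor; higher value means more JC-1 retained so stronger ABCB1 efflux block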
RGS7-Gao reg: RGS7-Galphao binding modulators, primary screen, biochemical, multiplexed bead flow cytometry; Guanine nucleotide-binding protein G(o) subunit alpha (Homo sapiens), P09471; actives lie on both sides; binding response (% of control), % at 10 µM; 220,000 tested, 0.35% active; AID 1439, 2008; in the data active means binding response below about 49% or above about 150%; inconclusive means no clear call, values can overlap the other calls; inactive means in between;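 further: fluorescent Galphao held in activated GDP-AlF4 state binding bead-coupled RGS7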
Bim-Bcl-2: inhibitors of Bim-Bcl-2 binding, primary screen, biochemical, multiplexed, human Bcl-2 family; 190,000 tested, 0.06% active; Bead-based flow cytometry, Bim peptide-Bcl-2 binding; Apoptosis regulator Bcl-2 (Homo sapiens), P10415; AID 950, 2007; inhibition, % at 10 µM; in the data active means inhibition above about 40%; inconclusive means no clear call, values can overlap the other calls;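 further: 0% = no compound wells with probe peptide and 100% = reference peptide inhibitor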
ABCG2 inh: ABCG2 efflux pump inhibitors, primary screen, multiplex with ABCB1, IgMXP3 cells, flow cytometry. 190,000 tested, 0.1% active. inhibition, % at 6.6 µM. JC-1 efflux;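 active means inhibition above 80%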;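 further: 0% = DMSO and 100% = nicardipine control wells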
Target sequence (Q9UNQ0 whole entry, looked up): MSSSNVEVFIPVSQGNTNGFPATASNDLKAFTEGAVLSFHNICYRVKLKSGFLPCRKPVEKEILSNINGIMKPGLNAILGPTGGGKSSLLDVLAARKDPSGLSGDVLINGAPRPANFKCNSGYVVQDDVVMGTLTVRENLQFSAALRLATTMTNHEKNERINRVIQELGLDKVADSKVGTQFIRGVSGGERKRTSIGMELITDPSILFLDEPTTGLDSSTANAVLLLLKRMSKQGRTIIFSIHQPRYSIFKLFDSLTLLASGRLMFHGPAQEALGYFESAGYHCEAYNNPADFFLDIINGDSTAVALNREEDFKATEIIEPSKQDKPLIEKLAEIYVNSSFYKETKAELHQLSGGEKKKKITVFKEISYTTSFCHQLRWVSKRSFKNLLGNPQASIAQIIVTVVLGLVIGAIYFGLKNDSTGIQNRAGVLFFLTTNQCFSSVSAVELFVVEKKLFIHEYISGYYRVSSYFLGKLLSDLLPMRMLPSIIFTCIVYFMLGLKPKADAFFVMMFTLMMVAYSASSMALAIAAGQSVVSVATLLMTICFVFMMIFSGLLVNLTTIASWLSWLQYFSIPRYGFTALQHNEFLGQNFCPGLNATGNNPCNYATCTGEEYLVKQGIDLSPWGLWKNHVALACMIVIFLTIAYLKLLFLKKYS
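Read-out basis: Efflux inhibition in percent versus controls | Test system: ABCG2 IgMXP3 and barcoded ABCB1 CCRF-Adr cell mix | Quantity: 3 million cells/mL in well | Schedule: 10 min at 25 °C | Control set: Nicardipine as high control, DMSO as low control | Reagent: JC-1 as fluorescent efflux pump substrate | Signal: Flow cytometry of retained JC-1 fluorescence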
Bim-Bcl-W: inhibitors of Bim binding to Bcl-W, primary screen, biochemical, multiplexed, bead-based flow cytometry; inhibition, % at 10 µM; 190,000 tested, 0.02% active; Bim peptide-Bcl-W binding; Bcl-2-like protein 2 (Homo sapiens), Q92843;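 further: 0% = bound tracer without compound and 100% = peptide blocker; higher means less fluorescent Bim peptide bound to Bcl-W beads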
Bim-Bcl-B: inhibitors of Bim-Bcl-B binding, primary screen, biochemical, multiplexed, human Bcl-2 family | Bcl-2-like protein 10 (Homo sapiens), Q9HD36 | bead-based flow cytometry, Bim peptide-Bcl-B binding | inhibition, % at 10 µM | 190,000 tested, 0.073% active | AID 951, 2007;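 further: 0% = tracer peptide without compound and 100% = reference inhibitor peptide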
Target sequence (Q9HD36 whole entry, looked up): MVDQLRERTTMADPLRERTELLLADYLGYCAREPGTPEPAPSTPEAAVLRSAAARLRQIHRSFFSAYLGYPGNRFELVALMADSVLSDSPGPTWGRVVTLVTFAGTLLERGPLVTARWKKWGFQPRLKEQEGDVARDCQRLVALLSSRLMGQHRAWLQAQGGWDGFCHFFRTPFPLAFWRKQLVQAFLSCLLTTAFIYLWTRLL
Bim-Bcl-XL: inhibitors of Bim-Bcl-XL binding, primary screen, biochemical, multiplexed, bead flow cytometry, human Bcl-XL; 190,000 tested, 0.04% active; inhibition, % at 10 µM; Bim peptide-Bcl-XL binding, fluorescence; Bcl-2-like protein 1 (Homo sapiens), Q07817
Target sequence (Q07817 whole entry, looked up): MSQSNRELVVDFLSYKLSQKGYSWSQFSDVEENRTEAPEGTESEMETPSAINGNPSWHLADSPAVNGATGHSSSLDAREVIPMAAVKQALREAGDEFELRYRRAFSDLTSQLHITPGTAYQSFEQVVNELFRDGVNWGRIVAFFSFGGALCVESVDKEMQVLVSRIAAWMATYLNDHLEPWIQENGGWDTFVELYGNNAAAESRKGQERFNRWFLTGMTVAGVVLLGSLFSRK
Bfl-1 Bim block: inhibitors of Bim binding to Bfl-1, primary screen, biochemical, multiplexed, bead-based flow cytometry | Bcl-2-related protein A1 (Homo sapiens), Q16548 | Bim-Bfl-1 binding inhibition | inhibition, % at 10 µM | 190,000 tested, 0.12% active;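 further: 0% = wells without compound plus tracer and 100% = blocker peptide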
Active calls of the source: *; ? = inconclusive; . = no result given; [ ] = dose if it differs, or a comment. Unless noted, no stated cut-off is given here; in the data, active means inhibition above about 40%. Rows were taken by chance; 1.3% or so of the library scored in one or more.

SMILES	Avidin bead fluor	GSH fluor	RGS4-Gao reg	ABCB1 inh	RGS7-Gao reg	Bim-Bcl-2	ABCG2 inh	Bim-Bcl-W	Bim-Bcl-B	Bim-Bcl-XL	Bfl-1 Bim block
CCOc1ccc2c(c1)n(CO)c(=S)n2CO	104*	25	112	0.1	176*[activator]	-10	1	-2	-12	-5	-12
COc1ccc(/C=C(/NC(=O)c2ccccc2)C(=O)N/N=C/c2cccs2)cc1OC	14	33	99	-1.2	101	-7	5	0	-13	-3	-15
O=C(CC(Sc1n[nH]c(-c2ccccc2)n1)c1ccccc1)NCc1ccccc1 (stereo unspecified)	21	10	100	0.4	102	-7	61	-7	-8	-8	-7
CCOc1ccc(NC(=O)CC2Nc3ccccc3NC2=O)cc1 (stereo unspecified)	10	12	100	-0.8	105	-1	-2	0	-4	0	-2
Cc1csc(Sc2ccc([N+](=O)[O-])cc2C(=O)OCC(=O)NC(=O)NC(C)(C)C)n1	5	74	101	7.3	99	?	21	.	.	.	.
CCOC(=O)N1CCC(NC(=O)CCc2c(C)nc3c(c(C)nn3C(C)(C)C)c2C)CC1	19	18	100	1.1	101	-1	2	0	0	-1	-1
CCOC(=O)c1sc(NC(=O)c2cc3ccccc3o2)nc1C	6	20	98	-0.5	100	1	2	0	0	-2	3
Cc1nnc(SCC(=O)O)s1	9	10	97	0.0	91	-1	0	-2	-4	0	-3
COC(=O)c1ccc(N2C(=O)CC(Sc3n[nH]c(C)n3)C2=O)cc1 (stereo unspecified)	9	15	98	0.5	98	-4	1	0	-2	-1	-1
CCC(CC)c1nnc(NC(=O)c2nc3nc(C)cc(C)n3n2)s1	28	23	97	0.8	98	-11	28	-3	-7	-8	-18
Cc1ccc(SCC(=O)Nc2cccc(C)c2)cc1	13	14	98	1.4	100	-6	10	0	0	-2	-9
O=C(CCn1c(=O)oc2ccccc21)Nc1ccccc1	14	30	101	1.4	99	1	16	0	2	0	0
O=S1(=O)N=C(N2CCCc3ccccc32)c2ccccc21	10	13	100	1.0	95	-18	6	1	-12	-11	-16
Cc1ccc(-n2c(SCC(=O)Nc3ncc(Cl)cc3Cl)nc3ccccc32)cc1	5	4	86	57*	84	3	34	-2	-9	0	0
Cc1ccccc1C(=O)Nc1ccc(N2CCN(C)CC2)nc1	23	11	107	0.3	104	-2	2	-1	-5	-3	-5
O=C(Nc1ccccn1)C(NS(=O)(=O)c1cccc2nsnc12)c1ccccc1 (stereo unspecified)	8	12	102	1.0	105	3	6	0	-17	-2	15
Cc1ccc(CN2C(=O)CCC2C(=O)NCCN(CC(C)C)CC(C)C)cc1 (stereo unspecified)	6	42	106	0.1	102	-9	1	0	-8	-2	-12
O=C(NCc1cccs1)C1CCC(CNS(=O)(=O)c2ccccc2)CC1 (stereo unspecified)	22	15	97	1.1	98	-3	2	-4	-10	-4	-5
Cc1ccc(C)c(NC(=O)c2ccc(N(C)S(C)(=O)=O)cc2)c1	11	12	101	0.8	101	-2	5	4	0	-2	-6
COc1cccc(CNc2nc3nc(C)c(Cl)c(C)n3n2)c1	15	26	92	1.5	91	-1	6	-1	-5	-1	0

3 entries from above, set out differently.
Sequence of screens – Avidin bead fluor, GSH fluor, RGS4-Gao reg, ABCB1 inh, RGS7-Gao reg, Bim-Bcl-2, ABCG2 inh, Bim-Bcl-W, Bim-Bcl-B, Bim-Bcl-XL, Bfl-1 Bim block
Cc1ccc(SCC(=O)Nc2cccc(C)c2)cc1
    13, 14, 98, 1.4, 100, -6, 10, 0, 0, -2, -9
O=C(CCn1c(=O)oc2ccccc21)Nc1ccccc1
    14, 30, 101, 1.4, 99, 1, 16, 0, 2, 0, 0
O=S1(=O)N=C(N2CCCc3ccccc32)c2ccccc21
    10, 13, 100, 1.0, 95, -18, 6, 1, -12, -11, -16

Continued.
SMILES	Avidin bead fluor	GSH fluor	RGS4-Gao reg	ABCB1 inh	RGS7-Gao reg	Bim-Bcl-2	ABCG2 inh	Bim-Bcl-W	Bim-Bcl-B	Bim-Bcl-XL	Bfl-1 Bim block
CSc1ccc(S(=O)(=O)N2CCN(Cc3ccc4c(c3)OCO4)CC2)cc1	8	26	98	0.1	96	-10	1	-3	-11	-5	-10
COc1cc(Br)cc(/C=N/c2ncn[nH]2)c1O	8	27	101	1.4	102	-7	4	0	-11	-1	-11
C=CCSc1nc(Oc2ccccc2)c2sccc2n1	14	15	94	0.8	92	-7	9	-1	-1	-2	-2
c1ccc(OCc2nc(-c3cccs3)no2)cc1	28	24	102	0.2	102	2	7	-2	7	5	10
Cc1cc(C)c(NC(=O)NC(=O)c2ccc(F)cc2)c(C)n1	30	9	106	0.0	103	-1	1	-3	-6	0	-11
CCO[C@@H]1OC(C(=O)O)=C[C@H](C2CC2)[C@H]1CCCO	7	20	96	1.0	96	-3	2	1	-6	-4	-4
Cc1cc(-c2nnc3sc(C4CCCCC4)nn23)n[nH]1	30	22	100	2.0	100	-4	25	2	-8	0	-6
COc1ccc(/C(C)=N/N2C(=O)c3ccccc3NC2c2ccc(O)c(OC)c2)cc1 (stereo unspecified)	7	18	99	0.3	100	-3	4	1	-2	2	-4
CCCCN(C)Cc1c(C)[nH]c2ccc(OCC)cc2c1=O	8	20	101	-0.9	99	-3	-1	0	-6	-5	-12
CC(C(=O)N1CCc2ccccc21)n1cccc1 (stereo unspecified)	4	28	105	1.0	101	6	7	0	0	3	3
C/C(=N\NC(=S)NC(C)C)c1cccc([N+](=O)[O-])c1	1	10	111	0.9	112	0	46	-1	-5	-4	2
COC(=O)CS(=O)(=O)c1nnc([C@H](Cc2ccccc2)NC(=O)OC(C)(C)C)o1	8	8	94	-0.4	100	-3	-1	5	-2	-3	-8
COc1ccc(N2CCN(C3CC(=O)N(Cc4ccccc4)C3=O)CC2)cc1 (stereo unspecified)	12	12	98	1.1	?	-2	8	-1	-6	-2	-5
N#Cc1nc(Cc2cccc3ccccc23)oc1NCCN1CCCCC1	22	19	102	0.7	101	-11	7	0	-9	-2	-15
Cc1ccc(-c2cc(C(=O)NCCCn3ccnc3)c3cc(Br)ccc3n2)o1	11	18	105	0.1	109	4	0	8	-3	3	28
Cc1cc(C)cc(OCc2ccc(C(=O)O)o2)c1	13	40	97	0.2	95	-7	1	0	-6	-3	-10
CCN(CC)CC(=O)Nc1c(C)cc(C(C)(C)C)cc1C	38	18	101	0.1	102	2	0	2	5	1	-1
C=CCc1cccc2cc(C(=O)Nc3ccccc3C(=O)O)c(=O)oc12	16	23	99	-0.4	101	4	-1	2	2	1	5
COc1cc(C(=O)ON=C2C=C(C)C(=O)C(C)=C2)cc(OC)c1OC	6	10	96	0.1	99	-3	7	-6	-7	-8	-2
O=c1[nH]c(NCCO)nc2ncn(Cc3ccccc3)c12	8	16	99	0.3	101	-1	3	-2	-4	0	-3
COc1cc2nc(C3CCC3)n(NC(=O)C3CCC3)c(=O)c2cc1OC	8	23	109	-0.4	108	0	3	-1	0	-2	0
O=C(c1ccc2c(c1)OCCO2)C1CCN(S(=O)(=O)c2ccccc2F)CC1	5	23	99	0.0	101	-3	0	0	0	-1	-1
Nc1ccc(S(=O)(=O)c2ccc(N)cc2)cc1	8	20	94	-0.3	100	0	-1	0	-4	-2	-1
COc1cc2nc(CN(CCC(C)C)Cc3nc4cc(OC)c(OC)cc4c(=O)[nH]3)[nH]c(=O)c2cc1OC	7	20	98	1.4	98	0	2	2	3	1	1
Cc1ccc(C(=O)Nc2ccon2)cc1S(=O)(=O)N1CCOCC1	2	47	91	-0.2	101	1	0	3	1	-8	1
O=C(CN(CC1CCCO1)C(=O)CCC(=O)Nc1ccccn1)NCc1ccccc1 (stereo unspecified)	7	15	103	0.8	101	-4	3	-6	-9	-8	-3
CN(Cc1ccccc1)c1oc(COc2ccccc2F)nc1C#N	3	16	94	0.1	91	-3	8	-1	-1	-1	-3
COc1ccc(N2CCN(C(c3cc4cc(C)ccc4[nH]c3=O)c3nnnn3Cc3ccccc3)CC2)cc1 (stereo unspecified)	.	40	.	5.8	.	-6	13	2	-12	3	-10
COc1cccc(CN(C)CC(=O)Nc2cc3oc4ccccc4c3cc2OC)c1	9	9	116	1.0	108	-5	29	0	-2	0	-19
Cc1nc(S/C(=C/c2ccc(OCc3ccc(C(=O)O)cc3)cc2)C(=O)O)n[nH]1	11	13	103	-0.7	?	-1	-4	3	-4	1	0
C[C@@H]1CCC[C@H](C)N1Cc1nc(Cc2ccccc2Cl)no1	9	9	100	-1.0	99	0	-1	1	0	-2	4
COCCC(=O)Nc1ccc2c(c1)CN(C(=O)CCOC)CC2	13	14	98	0.4	98	-4	1	-2	-3	-3	-8
Cc1cccc(SC2CCN(Cc3nc(CC4CC4)no3)CC2)c1	7	13	105	-0.5	102	-7	2	-4	-6	0	-7
CCOC(=O)C1CCN(C(=O)Cc2c(F)cccc2Cl)CC1	32	20	103	0.1	101	-6	0	-3	-4	-5	-2
Cc1ccc(Oc2c(C=O)c3ccccc3n2C)cc1	8	14	103	1.0	97	-11	25	0	-7	-4	-11
CCn1nc(NC(=O)c2cccnc2)c2cc3ccccc3nc21	10	7	95	0.6	98	3	1	-1	3	1	-2
CCOC(=O)C1(CC2CCCCO2)CCN(Cc2nc(-c3cccs3)oc2C)CC1 (stereo unspecified)	7	20	103	4.4	98	-4	1	-3	-4	-2	-5
COc1ccccc1C(=O)Oc1cc(C)[nH]c(=O)c1[N+](=O)[O-]	9	12	96	0.2	94	0	5	0	-3	0	-2
CC(C)Sc1nc2c(c(=O)[nH]c(=O)n2C)n1CCc1ccccc1	9	9	102	0.1	100	-1	1	1	-2	2	-7
CCOCCCNC(=O)C1CCC(CNS(=O)(=O)c2ccc(OC)cc2)CC1 (stereo unspecified)	7	14	97	0.0	97	-3	1	0	-4	-4	-6
COc1cccc(OC)c1C(=O)N1CCOCC1	31	23	96	0.7	98	-7	12	-2	-7	-5	-16
COc1cc(OC)c(OC)cc1/C=N/NC(=S)NCC1CCCO1 (stereo unspecified)	5	35	96	0.5	108	-9	6	-3	-8	-11	-5
CC(C)C(c1nnnn1C1CCCC1)N1CCCc2ccccc21 (stereo unspecified)	20	19	103	1.1	101	-4	12	-4	-4	-8	-9
COc1ccc(N(CC(=O)NN=C2CCCCCCC2)S(=O)(=O)c2ccccc2)cc1	19	18	103	-0.1	104	-7	-1	-2	-10	-5	-11
